# Scp1 inh: Scp-1 phosphatase inhibitors, primary screen, biochemical, colorimetric, uHTS; 340,000 compounds, 0.88% hits; AID 493091, 2011; inhibition, % at 20 µM; Carboxy-terminal domain RNA polymerase II polypeptide A small phosphatase 1 (Homo …; Recombinant Scp1, phosphopeptide, malachite green phosphate absorbance;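 active = inhibition above about 50% at 20 µM, limit read from the data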;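 also: plate controls were DMSO wells with enzyme for no effect and wells lacking enzyme for full effect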
# Target sequence (Q9GZU7 76-261 limits assumed): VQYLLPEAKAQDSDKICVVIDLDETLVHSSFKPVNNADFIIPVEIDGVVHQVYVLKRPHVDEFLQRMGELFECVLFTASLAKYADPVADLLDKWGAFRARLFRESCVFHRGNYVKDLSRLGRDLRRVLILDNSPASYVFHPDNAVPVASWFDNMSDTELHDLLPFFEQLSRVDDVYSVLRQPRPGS
#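 assay system = SCP-1 phosphatase catalytic domain, residues 76-261 | buffer or medium = 50 mM Tris acetate pH 5.5, 0.005% Tween-20, 10 mM MgCl2 | incubation = enzyme reaction 45 min at room temperature, colour 5 min, stabilisation 30 min | signal = Phosphate-binding colour reagent, absorbance read at 630 nm | measure = % inhibition at 20 µM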
# SUMO1-SIM PPI: modulators of SUMO1 protein-protein interactions, primary screen, biochemical, uHTS. Small ubiquitin-related modifier 1 (Homo sapiens), P63165. SUMO1 binding to a labelled peptide, TR-FRET, 1 h. inhibition, % at 20 µM. 360,000 compounds, 0.33% hits. AID 602429, 2012; in the data active = inhibition above about 37%
# Target sequence (P63165 whole entry, looked up): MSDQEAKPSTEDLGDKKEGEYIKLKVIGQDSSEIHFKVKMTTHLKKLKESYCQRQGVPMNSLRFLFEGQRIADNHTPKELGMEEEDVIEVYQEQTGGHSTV
# Neddylation inh: inhibitors of cullin neddylation, primary screen, biochemical, TR-FRET, uHTS, NAE and Ubc12; AID 651699, 2012; 360,000 compounds, 0.58% hits; calls only at 25 µM; in the data active = inhibition above about 36%
# Target sequence (P61081 whole entry, looked up): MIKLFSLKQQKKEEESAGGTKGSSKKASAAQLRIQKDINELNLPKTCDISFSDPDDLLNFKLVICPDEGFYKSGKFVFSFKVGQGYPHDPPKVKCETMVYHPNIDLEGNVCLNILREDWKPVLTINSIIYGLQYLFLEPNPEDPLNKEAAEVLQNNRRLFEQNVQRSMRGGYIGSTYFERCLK
# Target sequence (Q13564 whole entry, looked up): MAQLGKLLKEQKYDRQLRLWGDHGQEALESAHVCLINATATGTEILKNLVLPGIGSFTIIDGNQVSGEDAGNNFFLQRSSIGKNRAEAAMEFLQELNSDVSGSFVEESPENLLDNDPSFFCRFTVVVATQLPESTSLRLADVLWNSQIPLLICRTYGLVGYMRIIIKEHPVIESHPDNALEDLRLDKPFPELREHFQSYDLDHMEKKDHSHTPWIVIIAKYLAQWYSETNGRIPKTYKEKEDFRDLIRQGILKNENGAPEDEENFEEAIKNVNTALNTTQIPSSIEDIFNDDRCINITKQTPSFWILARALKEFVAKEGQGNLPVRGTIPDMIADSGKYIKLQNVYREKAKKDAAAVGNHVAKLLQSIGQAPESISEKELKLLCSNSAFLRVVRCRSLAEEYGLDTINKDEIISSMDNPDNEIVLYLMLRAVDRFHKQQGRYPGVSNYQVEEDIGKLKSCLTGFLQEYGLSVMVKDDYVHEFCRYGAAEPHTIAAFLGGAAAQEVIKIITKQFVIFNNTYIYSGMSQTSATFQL
# STEP inh: STEP phosphatase inhibitors, primary screen, biochemical, fluorescence intensity, uHTS. Tyrosine-protein phosphatase non-receptor type 5 (Homo sapiens), P54829. recombinant STEP, OMFP fluorogenic substrate. inhibition, % at 20 µM. 360,000 compounds, 0.25% hits. AID 588621, 2011;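 active = inhibition at 20 µM, scaled per plate between control wells, above about 37%, limit read from the data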;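 also: 0% = DMSO with enzyme and substrate and 100% = substrate only without enzyme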
#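 System: STEP phosphatase, cell-free reaction; Buffer or medium: Bis-Tris pH 6.0 buffer with DTT, detergent; Incubation: 20 min at room temperature, dark; Measured by: fluorescence, 480/540 nm.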
# Rin1 Abl inh: inhibitors of Rin1-Abl protein binding, primary screen, biochemical, TR-FRET | Tyrosine-protein kinase ABL1 (Homo sapiens) + Ras and Rab interactor 1 (Homo sapiens), … | inhibition, % at 7.35 µM | 360,000 compounds, 0.4% hits; in the data active = inhibition above about 5%, passing the limit was not always enough
# LMPTP inh: LMPTP phosphatase inhibitors, primary screen, biochemical, fluorescence intensity, uHTS; Low molecular weight phosphotyrosine protein phosphatase (Homo sapiens), P24666; recombinant LMPTP-A, OMFP fluorogenic substrate; inhibition, % at 20 µM; 360,000 compounds, 0.22% hits; AID 651560, 2012;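 active = compounds that cut the enzyme signal by at least half of the control window in the single-dose screen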;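 also: plate controls were DMSO wells with enzyme plus substrate for no effect and substrate without enzyme for full effect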
#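 Assay system: LMPTP-A phosphatase enzyme | Input: 0.625 nM enzyme | Also added: Fluorogenic phosphatase substrate OMFP at 400 µM final | Compound dosing: One test concentration per compound, 20 µM, with 3% DMSO overall | Schedule: 50 min enzyme reaction at room temperature, protected from light | Signal: Fluorescence intensity | Benchmarks: no-enzyme and uninhibited controls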
# NadD block: inhibitors of S. aureus NadD, primary screen, biochemical, colorimetric, uHTS. Nicotinate-nucleotide adenylyltransferase NadD (Staphylococcus aureus N315). inhibition, % at 20 µM. 360,000 compounds, 0.78% hits. purified NadD enzyme, colorimetric absorbance read-out; in the data active = inhibition above about 26%; also: some compounds past the cut are filed as inactive
# CSN deneddyl inh: inhibitors of CSN-mediated cullin deneddylation, primary screen, biochemical, fluorescence polarization, uHTS; Purified CSN, SCF-Nedd8-OG deneddylation; inhibition, % at 12.5 µM; 360,000 compounds, 0.38% hits; AID 651999, 2013;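 active = pattern-corrected inhibition above about 35%, with an unprinted fluorescence ratio check between 0.5 and 1.5, limit read from the data, passing the limit was not always enough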;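 also: 0% = enzyme with substrate and 100% = substrate without enzyme; some results filed as inactive read as strong as hits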
#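 Assay system: HEK293T-derived human Csn5 enzyme; quantity: 0.24 nM enzyme; medium: Tris/NaCl/DTT buffer, pH 7.5; also added: substrate SCFSkp2-Nedd8OG, 10 nM; doses: 12.5 µM compound; schedule: 90 min reaction at room temperature; signal: FP; read-out: % inhibition of substrate cleavage by Csn5; benchmarks: substrate-only high control, full reaction low control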
# Rpn11 inh: Rpn11 (PSMD14) deubiquitinase inhibitors, primary screen, biochemical, fluorescence polarization, uHTS | 26S proteasome non-ATPase regulatory subunit 14 (Homo sapiens), O00487 | 360,000 compounds, 0.59% hits | human 26S proteasome, Ub4-pepOG fluorescence polarization; 20S core pre-blocked with epoxomicin | calls only at 20 µM;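 active = inhibition at 20 µM, scaled to each plate's controls, above about 33%, limit read from the data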
# DNMT1 block: human DNMT1 methyltransferase inhibitors, primary screen, biochemical, molecular beacon, fluorescence, HinP1I cleavage, uHTS; inhibition (reported as % activation of signal), % at 10 µM; 360,000 compounds, 0.83% hits; DNA (cytosine-5)-methyltransferase 1 (Homo sapiens), P26358; AID 588458, 2011; in the data active = inhibition above about 50%
# * = called active by the depositor; i = inactive; nt = not tested or not shown.
Compound	Scp1 inh	SUMO1-SIM PPI	Neddylation inh	STEP inh	Rin1 Abl inh	LMPTP inh	NadD block	CSN deneddyl inh	Rpn11 inh	DNMT1 block
COc1cccc(N2CCN(C3CC(=O)N(c4ccc(F)c(Cl)c4)C3=O)CC2)c1 (stereo not drawn)	-6	9	i	1	-4	-5.0	-2	7	i	2
CCOc1ccc(NC(=O)NNC(=O)c2ccc(CC)s2)cc1	-1	2	i	-1	1	2.5	-6	2	i	6
O=C(Cc1ccc(NC2=NC3CS(=O)(=O)CC3S2)cc1)NCc1ccccc1 (stereo not drawn)	-5	-5	i	-1	-1	-2.1	-5	-4	i	3
COc1ccccc1NS(=O)(=O)c1cc(NC(=O)c2cc[n+]([O-])cc2)ccc1N1CCCC1	2	8	i	10	1	1.4	-4	-3	i	-3
COc1cc(NC(=O)c2cccnc2SC)cc(OC)c1	-3	2	i	0	-2	-0.7	-5	3	i	1
O=C(NC(=S)Nc1nc(-c2ccc(Br)cc2)cs1)c1ccco1	-11	8	i	2	2	2.8	6	-6	i	2
COc1ccc([C@H]2CC(=O)C[C@@H](CCn3cc(Cc4ccccc4)nn3)O2)cc1	nt	2	i	nt	nt	0.8	2	1	nt	nt
O=C(COC(=O)CCOc1ccccc1)NCc1ccco1	102*	2	i	0	1	6.4	1	15	i	22
O=C(CS(=O)CC(=O)N(CC(=O)NC1CCCC1)C1CCCC1)Nc1ccc(F)cc1 (stereo not drawn)	3	0	i	-1	-3	-1.6	-11	-10	i	-1
COc1ccccc1N1C(=O)C=C(Sc2nc(C)cc(C)n2)C1=O	-11	-5	i	1	-1	0.7	-6	-1	i	-1
O=C(Cc1csc(Nc2nc(=S)[nH]c3ccccc23)n1)N1CCN(c2cccc(Cl)c2)CC1	2	9	i	5	-1	0.0	55*	7	i	14
CCN(CC)C(=O)C1=C(C)N(Cc2ccc(F)cc2)C(=O)C(CC(=O)NCCN2CCOCC2)C1 (stereo not drawn)	nt	2	i	-1	-1	-1.9	-2	1	i	5
CCCCN1CC(O)=C(c2nc(-c3ccc(Br)cc3)cs2)C1=N	3	9	i	0	0	19	6	2	i	37
OC[C@H]1O[C@@H](c2nc(-c3cccc4ccccc34)no2)[C@H](O)[C@@H]1O	nt	-15	i	0	3	-2.9	-2	-1	i	3
CCc1cc(C(=O)N2CCCC(CCC(=O)NCc3cccc(OC)c3)C2)no1 (stereo not drawn)	-7	2	i	3	-1	0.3	4	6	i	2

# Following part.
Compound	Scp1 inh	SUMO1-SIM PPI	Neddylation inh	STEP inh	Rin1 Abl inh	LMPTP inh	NadD block	CSN deneddyl inh	Rpn11 inh	DNMT1 block
COc1ccc(OCCNC(=O)c2ccc3nc(C)c(N(C)C(=O)CCc4ccccc4)n3c2)cc1	nt	3	i	-2	0	-4.3	2	-6	i	0
COC(=O)N=Nc1c(O)n(Cc2ccccc2)c2ccccc12	-10	-25	i	1	-1	0.5	-5	-5	i	-2
COc1cc(/C=N/NC(=O)c2cc3ccccc3[nH]2)ccc1O	-10	-10	i	0	-2	0.6	0	1	i	-4
C[C@@H]1COc2cccc(N(C)CCO)c2S(=O)(=O)N1	nt	-1	i	nt	nt	-0.8	-3	2	nt	nt
COc1ccccc1-c1cc2nc(C)cc(C)n2n1	-3	9	nt	2	-3	0.7	-8	2	i	1
NC(=O)NC(Cc1ccccc1)C(=O)NCC1(N2CCCCC2)CCCCC1 (stereo not drawn)	5	-1	i	1	-4	1.7	-4	5	i	0
O=C(Nc1ccc2c(c1)OCO2)C1CCN(S(=O)(=O)c2cccc3cccnc23)CC1	-1	1	i	0	1	0.4	4	0	i	-7
Cc1c(NC(=O)COC(=O)C2(c3ccccc3F)CCCC2)c(=O)n(-c2ccccc2)n1C	-3	-5	i	1	5	-0.6	3	-3	i	1
O=C(NCc1ccccc1C(F)(F)F)C12CN(Cc3ccccc3)CC1C(c1ccc([N+](=O)[O-])cc1)=NO2 (stereo not drawn)	2	-9	i	5	-4	0.5	10	3	i	0
CN(CC(=O)Nc1ccc(F)cc1)C(=O)CN1C(=O)NC2(CCCCC2)C1=O	-8	0	i	4	1	-0.7	-4	-5	i	1
S=c1[nH]c2ccc(Cl)cc2[nH]1	0	-1	i	-4	0	-2.4	7	-5	i	-3
CCC(C)NC(=O)c1c(F)c(F)c(F)c(F)c1F (stereo not drawn)	-14	2	i	-1	-1	-0.5	-7	-3	i	2
CC1CN(CCOc2ccccc2C(C)C)CC(C)O1 (stereo not drawn)	-11	2	i	-1	-1	0.8	-8	5	i	2
Cc1cccc(C)c1NC(=O)CN1CCN(C(=O)CCC(=O)N2CCC(c3ccccc3)=N2)CC1	nt	-2	i	2	-2	-1.5	0	0	i	1
CC(=O)Nc1cccc(/C(C)=N/NC(=O)c2ccc(NS(=O)(=O)c3cccs3)cc2)c1	64*	1	i	-1	-3	-1.7	-3	-5	i	3

# Further structures
Compound	Scp1 inh	SUMO1-SIM PPI	Neddylation inh	STEP inh	Rin1 Abl inh	LMPTP inh	NadD block	CSN deneddyl inh	Rpn11 inh	DNMT1 block
Cc1ccc(C)c(OCc2nnc(SCC(=O)NCc3ccc4c(c3)OCO4)o2)c1	-8	3	i	-2	0	0.9	-8	1	i	-2
CCN(CC)C(=O)C1=C(C)N(CCC2=CCCCC2)C(=O)C(CC(=O)NCc2cccs2)C1 (stereo not drawn)	nt	5	i	0	-5	0.0	0	1	i	3
CCCCNC(=O)c1nc(-c2cccnc2)oc1-c1ccc(OC(F)(F)F)cc1	nt	-2	i	nt	nt	4.2	nt	-4	nt	nt
CCSc1nc2c(c(=O)n1CC)SC(C)C2 (stereo not drawn)	-8	-2	i	2	-2	-1.6	0	0	i	0
O=C(C=Cc1ccccc1)CC(c1ccccc1)N1CCOCC1 (stereo not drawn)	-7	-7	i	2	2	1.2	-6	28	i	34
CC1(C)OC2OC(COC(=O)c3ccccc3)C3OC(C)(C)OC3C2O1 (stereo not drawn)	-7	-3	i	0	0	-0.9	-3	-3	i	1
CCC(Oc1ccc(Cl)cc1)C(=O)N1CC(=O)Nc2ccccc21 (stereo not drawn)	-10	2	i	-2	5	0.0	-12	2	i	-2
Cc1ccc(NC(=O)Nc2ccc3c(c2)CCC3)cc1C	24	5	i	-2	-4	0.7	4	2	i	8
CCOCCCNC(=O)CN1C(=O)CSc2ccc(S(=O)(=O)N3CCOCC3)cc21	8	1	i	-2	0	-0.1	3	-2	i	2
CCCNC(=O)c1ccc(N2CCC3(CC2)CC(c2ccccc2)=NO3)c(NC(=O)c2ccco2)c1	4	6	i	6	-2	4.7	13	1	i	-13
COc1ccc(CNC(=O)c2cccc(N3CCCC3=O)c2)cc1	-6	4	i	1	1	-0.9	0	2	i	-1
CCc1nnc(N2C(=O)c3ccc(Oc4ccc([N+](=O)[O-])cc4)cc3C2=O)s1	-4	-3	i	-3	-2	-0.8	6	-10	i	3
CCn1c(=S)sc2c(=O)n(-c3ccccc3)c(SC)nc21	-6	-7	i	3	-2	-1.0	-3	-1	i	1
CN1[C@@H](COCc2ccccc2)C=CS1(=O)=O	nt	-1	i	0	-4	-0.3	-10	-2	i	0
O=C(NCCN1CCOCC1)C(=O)NCc1ccco1	35	-3	i	-2	-2	-0.7	-4	1	i	-2

# Sorted by the number under LMPTP inh (rising): 4 of the compounds above
Compound	Scp1 inh	SUMO1-SIM PPI	Neddylation inh	STEP inh	Rin1 Abl inh	LMPTP inh	NadD block	CSN deneddyl inh	Rpn11 inh	DNMT1 block
CN1[C@@H](COCc2ccccc2)C=CS1(=O)=O	nt	-1	i	0	-4	-0.3	-10	-2	i	0
CCC(Oc1ccc(Cl)cc1)C(=O)N1CC(=O)Nc2ccccc21 (stereo not drawn)	-10	2	i	-2	5	0.0	-12	2	i	-2
CCCCNC(=O)c1nc(-c2cccnc2)oc1-c1ccc(OC(F)(F)F)cc1	nt	-2	i	nt	nt	4.2	nt	-4	nt	nt
O=C(COC(=O)CCOc1ccccc1)NCc1ccco1	102*	2	i	0	1	6.4	1	15	i	22

# Next section
Compound	Scp1 inh	SUMO1-SIM PPI	Neddylation inh	STEP inh	Rin1 Abl inh	LMPTP inh	NadD block	CSN deneddyl inh	Rpn11 inh	DNMT1 block
Cc1ccc(S(=O)(=O)N2CCC(C(=O)N3CCN(c4ccccn4)CC3)CC2)cc1	-2	8	i	-1	0	0.1	1	6	i	0
COc1ccc(C(=O)CSc2nnc(Cn3cnc4ccccc43)o2)cc1	0	4	i	-2	-1	0.0	3	-1	i	0
O=C(NCc1cccnc1)c1ccc(NS(=O)(=O)c2cccc([N+](=O)[O-])c2)cc1	-8	-24	i	0	3	-1.7	3	3	i	-2
COc1cccc(C(=O)N2CCCC(c3nc(-c4cccs4)no3)C2)c1 (stereo not drawn)	-3	1	i	1	-1	-0.6	-1	2	i	0
CN1CCN(c2ccc(NC(=O)COc3ccc4ccccc4c3)cc2)CC1	-9	20	i	2	-1	-3.6	-1	17	i	-3
Clc1ccc(-n2ncc3c(N4CCCCCC4)ncnc32)cc1	-10	-5	i	0	2	1.3	-3	-2	i	-2
c1ccc(-c2ccncc2)nc1	-6	-1	i	-2	1	-1.2	3	-2	i	4
COc1cc2c(cc1OC)-c1cc(NC3CCCCC3)nc(=O)n1CC2	3	16	i	2	1	1.4	-6	1	i	3
O=C(/C=C/c1ccccc1)NCCC1=CCCCC1	-5	-3	i	0	-3	-0.1	-2	-5	i	-1
Cc1cn([C@H]2C[C@H](O)[C@@H](CNCc3cnc(N4CCOCC4)s3)O2)c(=O)[nH]c1=O	nt	3	i	1	0	-2.1	0	2	i	3
Cc1cc(NC(=O)CSc2nc(Cc3ccc(O)cc3)c(C)[nH]2)no1	3	3	i	-2	-2	0.5	-5	-4	i	-3
COc1ccc(Nc2cc(Nc3ccccc3)ncn2)cc1	6	7	i	-1	0	-1.1	4	-1	i	26
CCn1ncc(Cl)c1C(=O)Nc1ccncc1	-3	-3	i	-1	-2	-2.0	-5	2	i	3
N#CC1=C2SCCN2C(=O)C(C#N)C12CCCCC2 (stereo not drawn)	-9	-3	i	-3	0	-1.7	-1	4	i	5
